High-throughput results from PubChem BioAssay.
Sm TGR inh: inhibitors of Schistosoma mansoni thioredoxin glutathione reductase; actives 3% (n = 360,000); purified TGR, DTNB reduction, TNB absorbance 405 nm; Potency, µM (doses to about 114 µM), for inactives: top-dose activity change, negative = inhibition, actives largely listed as inhibitors; note: potency is the fitted concentration of half-maximal effect; nearly all actives have a fitted effect of over 60% in size
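Kinetic colorimetric format: TGR-catalysed, NADPH-driven DTNB reduction monitored via TNB absorbance. Enzyme dispensed at 20 nM; compound exposure 15 min at room temperature before reaction start.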
HCV inh: blocks hepatitis C virus. Huh7.5.1 HCVcc-Cre infection, luciferase reporter, 44 h. Potency, µM (series often up to 41.8 µM), inactives show at the highest dose activity change, negative = inhibition, actives largely listed as inhibitors. actives 3.4% (n = 340,000); note: potency is the fitted concentration of half-maximal effect
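Cells (1,000/well) were plated 4 h before compound, then infected with HCVcc-Cre virus (~0.5 moi). After 44 h further culture, infection was read as luciferase luminescence following a 15 min substrate incubation at room temperature.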
Giardia FBPA inh: Giardia lamblia aldolase inhibition; A8B2U2; purified Giardia FBPA; Potency, µM (titrated, usually from 59.6 µM), for the others: at the highest dose activity, negative = inhibition, hits mostly inhibitors; actives 0.71% (n = 290,000); note: potency is the fitted concentration of half-maximal effect; nearly all actives have a fitted effect of over 55% in size
Target sequence (A8B2U2 whole entry, looked up): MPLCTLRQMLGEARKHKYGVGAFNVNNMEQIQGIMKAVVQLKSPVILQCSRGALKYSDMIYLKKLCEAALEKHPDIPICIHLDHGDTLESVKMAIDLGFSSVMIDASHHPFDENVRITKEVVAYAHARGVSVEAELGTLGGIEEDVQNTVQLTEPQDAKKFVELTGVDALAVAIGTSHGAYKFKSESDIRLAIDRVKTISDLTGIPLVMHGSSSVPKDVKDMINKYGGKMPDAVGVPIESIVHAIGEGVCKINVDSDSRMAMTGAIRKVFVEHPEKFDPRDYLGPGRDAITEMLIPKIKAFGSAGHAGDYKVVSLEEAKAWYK
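40 nM FBPA preincubated 10 min at RT with compound (up to 57.5 uM final), then substrate plus GAPDH/TPI/NAD/arsenate coupling and diaphorase/resazurin added. Fluorescence read after 20 min at RT, 525/598 nm.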
HCMV inh: human cytomegalovirus inhibition | activity change, negative = inhibition, % at 57.5 µM | HFF cells, HCMV-luciferase reporter, 72 h; hits give low values | actives 4.5% (n = 410,000); in the data active = activity change below about -60%; inconclusive = no clear call, values can overlap the other calls; inactive = above about -39%
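Steps: HFFs plated, 16 h 37C; compounds added; HCMV-luciferase added to MOI 1 PFU/cell; 72 h 37C; OneGlo reagent, 5 min room temperature; luminescence read, normalized to controls.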
AmpC inh no detg: AmpC beta-lactamase inhibition without detergent | Potency, µM (top dose mostly 57.1 µM), without a hit: at the top dose activity change, negative = inhibition, actives largely listed as inhibitors | AID 485341 | AmpC nitrocefin hydrolysis, absorbance 480 nm, 0.0001% Triton | actives 0.52% (n = 330,000);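 note: potency is the fitted concentration of half-maximal effect; plate controls were no compound for no effect and no enzyme for full effect; nearly all actives have a fitted effect of over 20% in size; some results filed as inactive show a strong effect at the top dose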
Target sequence (P00811 whole entry, looked up): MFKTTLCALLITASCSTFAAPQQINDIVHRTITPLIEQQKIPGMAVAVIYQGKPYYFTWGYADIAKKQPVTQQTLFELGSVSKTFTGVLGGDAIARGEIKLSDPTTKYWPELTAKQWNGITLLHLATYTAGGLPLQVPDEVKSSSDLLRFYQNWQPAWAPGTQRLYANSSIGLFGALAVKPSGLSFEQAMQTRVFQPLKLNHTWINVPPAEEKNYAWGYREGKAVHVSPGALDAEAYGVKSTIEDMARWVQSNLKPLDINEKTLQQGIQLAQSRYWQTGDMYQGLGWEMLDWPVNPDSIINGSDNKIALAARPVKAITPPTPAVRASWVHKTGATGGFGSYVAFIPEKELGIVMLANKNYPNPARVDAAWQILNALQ
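AmpC (5.3 nM in the dispensed reagent) in 20 mM phosphate pH 7.0 with 0.01% (detergent screen) or 0.0001% Triton X-100 was preincubated with compounds for 15 min at room temperature. Nitrocefin was then added from an 800 uM solution, and hydrolysis was followed at 480 nm.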
AmpC detergent: inhibitors of E. coli AmpC beta-lactamase with detergent; AmpC hydrolysis of nitrocefin, absorbance 480 nm, 0.01% Triton; Potency, µM (titrated, usually from 114 µM), for the others: at the highest dose activity change, negative = inhibition, usual class: inhibitors; actives 0.041% (n = 370,000); AID 485294;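 note: potency is the fitted concentration of half-maximal effect; 0% = no-compound wells and -100% = no-enzyme wells; nearly all actives have a fitted effect of over 25% in size; some results filed as inactive show a strong effect at the top dose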
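20 mM phosphate pH 7.0 + 0.01% (detergent screen) or 0.0001% Triton X-100; 5.3 nM AmpC reagent; cpd preinc 15 min RT; nitrocefin (800 uM stock) to start; A480 q20 s × 4 min; Activity was normalised to no-enzyme and no-compound control wells.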
Starred values were filed as active, the others as inactive; ? = inconclusive; / = no result given; & = joins results of further samples; [ ] = remark or other dose. Unless noted, calls come from the whole dose curve; as a rule, active = well fitted curve in the direction sought with a large enough effect; inconclusive = small, poorly fitted or top-dose-only effect, or another doubt; inactive = no such curve, though single readings can be large; an effect the other way counts as inactive or inconclusive. Unless noted, % is set by controls: 0 for no effect and ±100 for the full control effect. Rows are unselected, and some 9.9% of all compounds hit somewhere here.

The line under a structure holds: Sm TGR inh, HCV inh, Giardia FBPA inh, HCMV inh, AmpC inh no detg, AmpC detergent
- C=CCNC(=O)C(=O)Nc1ccc2c(c1)N(S(=O)(=O)c1cccs1)CCC2
→ 7%, ?, /, -9, -43%, -17%
- Cn1cc(S(=O)(=O)c2ccccc2)c(=O)c2cc(F)c(N3CCCCC3)cc21
→ 7%, /, /, -34, /, -5%
- Cc1cccc(C(=O)OCC(=O)NC(=O)NCc2ccccc2)c1
→ -5%, 10%, /, -26, -20%, ?
- CCOP(=O)(OCC)C(O)c1ccc(OC)c(OC)c1 (configuration not stated)
→ -28%, 2%, 4%, 3, -4%, -1%
- Cc1ccc(CNC(=O)c2ccccc2NC(=O)CN2CCN(C)CC2)cc1
→ -7%, -22%, -2%, 22, -10%, ?
- Cc1ccc(S(=O)(=O)NCCc2ccncc2)cc1C
→ 6%, 23%, 9%, -6, -4%, -4%
- CCOc1ccc(-c2nnc3ccc(SC)nn23)cc1
→ 34%, -22%, 4%, -20, -9%, 1%
- CC1CCN(S(=O)(=O)c2ccc(C(=O)N3CCCCC3C(=O)O)cc2)CC1 (configuration not stated)
→ -3%, 24%, /, -40, -12%, -3%
- CC(=O)N1CCN(S(=O)(=O)c2ccc(C)c([N+](=O)[O-])c2)C1C(C)C (configuration not stated)
→ 8%, 0%, 2%, -4, -10%, 3%
- COC(=O)c1c(-c2ccc(C)cc2)csc1N
→ -11%, 2%, -29%, -11, -41%, -19%
- CNc1ccc(Oc2c(F)c(F)nc(F)c2F)cc1
→ 0%, 6%, 6%, -37, -9%, -5%
- CN1C(=S)SC2CS(=O)(=O)CC21C (configuration not stated)
→ 12%, 2%, -10%, 9, -3%, 5%
- CCNC1CCS(=O)(=O)C1 (configuration not stated)
→ -6%, 7%, 0%, -30, -6%, 1%
- Cc1cc(C(=O)OC(C(=O)Nc2ccc(C)c(Cl)c2)c2ccccc2)c(C)o1 (configuration not stated)
→ -5%, ?, -2%, -36, -37%, ?
- COc1cc(/C=C2\SC(=Nc3ccccc3)N(Cc3ccco3)C2=O)ccc1OC(C)C(=O)O (configuration not stated)
→ -7%, ?, 18%, -31, 32%, 2%
- O=S(=O)(c1cccs1)N1CN(C2CCCC2)c2nc3ccccc3nc21
→ 0%, -19%, -6%, 8, -49%, -5%
- CCN(CC)CCSc1nnc2c3cc(F)ccc3n(CC)c2n1
→ -7%, /, /, -27, /, 2%
- O=C(CSc1n[nH]c(-c2ccncc2)n1)Nc1ccccc1Cl
→ 4%, 2%, /, -24, ?, ?
- Cc1ccc(-c2cccc([C@H]3[C@@H]4C=CC[C@@H](C)[C@@H]4C(=O)N3Cc3ccccc3)c2)cc1
→ /, ?, 0%, 8, -27%, /
- CCOC(=O)CSC1=Nc2ccccc2C2=NC(CC(=O)NCc3ccccc3)C(=O)N12 (configuration not stated)
→ 13%, -12%, -1%, 7, -4%, 4%
- COc1ccccc1NC(=O)CSc1nnc(Cn2c(=O)sc3ccccc32)n1C
→ -5%, -13%, 7%, 15, -4%, -2%
- O=C(COC(=O)c1cccnc1SC(F)F)NC1CC1
→ -1%, 19%, /, 17, -17%, 8%
- O=C(Cc1ccc(F)cc1)N1CCC(c2nc3c(nnn3Cc3ccc(Cl)cc3)c(=O)[nH]2)CC1
→ 4%, /, /, 11, /, 0%
- CCOc1ccc(C(=O)NC(C(=O)NCc2ccccc2OC)C(C)C)cc1 (configuration not stated)
→ 12%, -20%, 5%, 2, -25%, -6%
- COC(=O)CSc1nnc(CNS(=O)(=O)c2ccc(Br)cc2)n1C
→ /, 4%, 2%, -3, -9%, -1%
- O=c1c([N+](=O)[O-])c[nH]c2ccccc12
→ -22%, 8%, 10%, 4, -2%, -12%
- Cc1cc(C)n(-c2ccc(C(=O)OCn3nnc4ccccc4c3=O)cc2)n1
→ 6%, 5%, 6%, -24, 37%, -14%
- O=C1CCN(Cc2ccccc2)CCN1[C@H](CO)c1ccccc1
→ -1%, -5%, 4%, -9, 40%, -13%
- CCCCNC(=S)NNC(=O)c1cc(C2CC2)nc2ccccc12
→ 8%, -21%, 4%, -10, -25%, -2%
- Cc1cc(C)c(S(=O)(=O)N2CCCC(C(=O)NC3CCCC3)C2)c(C)c1 (configuration not stated)
→ 1%, -5%, 3%, 5, 35%, -15%
- CC1=C(C(=O)N2CCOCC2)C(c2cc(C)ccc2C)NC(=S)N1 (configuration not stated)
→ 5%, ?, 1%, 12, -10%, 1%
- CSc1c(C#N)c(N)nc2sc(C(=O)c3ccc(Cl)c(Cl)c3)c(N)c12
→ -7%, ?, -3%, /, -22%, -5%
- COCCCNC(=O)c1ccc([N+](=O)[O-])c(Cl)c1
→ 4%, -3%, 2%, 33, -25%, 0%
- Cc1nc(C(=O)Nc2ccccc2)sc1C(=O)Nc1ccccc1
→ -10%, ?, -13%, 73, -44%, -12%
- O=C(NCc1ccccc1Cl)c1cnc2sc(N3CCOCC3)nn2c1=O
→ 1%, /, /, 6, /, -7%
- CCCCC(CC)C(=O)N1CCN(C(=O)c2ccco2)CC1 (configuration not stated)
→ /, 8%, 7%, -28, -11%, 0%
- COc1ccc(CNC(=O)N2CCN(c3ccccc3OC)CC2)cc1
→ 2%, -22%, 4%, -15, -3%, -10%
- COc1ccc(C2c3[nH]c4ccccc4c3CCN2C(=O)c2ccc(=O)n(C)n2)c(F)c1 (configuration not stated)
→ -10%, -1%, -7%, 123, 198%[activator], -7%
- Cc1ccc(CN2CCN(CC(=O)N3CCc4ccccc4C3)C2=O)cc1
→ 4%, /, -14%, /, 47%, 2%
- CC(C)CC(=O)Nc1ccc(C(=O)Cn2c(=O)oc3ccccc32)cc1
→ -18%, -18%, 4%, 1, -39%, -5%
- Cc1nc(NCC2CCCO2)c2nnn(Cc3ccccc3)c2n1 (configuration not stated)
→ 2%, 25%, 0%, 34, 35%, 3%
- Cc1c(OCC(=O)NCCN2CCOCC2)ccc2c(-c3ccccc3)cc(=O)oc12
→ -1%, 2%, -2%, ?, -10%, -4%
- COc1ccc(C)cc1NC(=O)Nc1cccc(C(=O)O)c1
→ 0%, 22%, 16%, 24, -15%, -3%
- COC(=O)C1=C(C)OC(N)=C(C#N)C1c1cc(OC)ccc1OC (configuration not stated)
→ 0%, 20%, -9%, -13, 0%, -3%
- COc1ccc(C(=O)NCC(=O)OCC(=O)NC2CCCCCC2)cc1
→ /, 12%, /, -21, 16%, /
- CCCc1cc(=O)oc2c(C)c(OCC(=O)NCc3ccccn3)ccc12
→ 3%, 2%, -3%, -23, -11%, -1%
- O=C(c1ccc(S(=O)(=O)N2CCCCCC2)cc1)N(c1ccccn1)C1CCCCC1
→ 5%, ?, -2%, ?, 43%, ?
- O=C(c1ccc(Cl)c([N+](=O)[O-])c1)N1CCN(S(=O)(=O)c2ccc(Cl)cc2)CC1
→ -3%, 19%, /, -31, 10%, 4%
- COc1ccc(-c2nc(CS(=O)CC(=O)NCc3ccc(F)cc3)c(C)o2)cc1OC (configuration not stated)
→ ?, /, /, 2, /, -9%
- CSCC[C@H](NC(=O)OC(C)(C)C)c1nnc(SCc2cccc(F)c2)o1
→ 3%, ?, 2%, -29, 25%, ?

Some of the entries above in another layout.
| canonical_smiles | Sm TGR inh | HCV inh | Giardia FBPA inh | HCMV inh | AmpC inh no detg | AmpC detergent |
| --- | --- | --- | --- | --- | --- | --- |
| Cc1c(OCC(=O)NCCN2CCOCC2)ccc2c(-c3ccccc3)cc(=O)oc12 | -1% | 2% | -2% | ? | -10% | -4% |
| COC(=O)C1=C(C)OC(N)=C(C#N)C1c1cc(OC)ccc1OC (configuration not stated) | 0% | 20% | -9% | -13 | 0% | -3% |
| CSCC[C@H](NC(=O)OC(C)(C)C)c1nnc(SCc2cccc(F)c2)o1 | 3% | ? | 2% | -29 | 25% | ? |

(listing goes on)
The line under a structure holds: Sm TGR inh, HCV inh, Giardia FBPA inh, HCMV inh, AmpC inh no detg, AmpC detergent
- COc1ccc(N2CC(NC(=O)c3ccc(Br)o3)CC2=O)cc1 (configuration not stated)
→ 1%, /, /, 5, /, -2%
- Cc1ccc(OCCN2CCNCC2)c([N+](=O)[O-])c1
→ 5%, 7%, -25%, -24, -7%, -9%
- O=C(Nc1ccc(NC(=O)c2ccc(S(=O)(=O)c3ccccc3)cc2)cc1)c1ccccc1
→ 5%, 1%, 5%, -32, -11%, 6%
- COc1cc(/C=C(/C(=O)O)c2ccc(-c3ccccc3)cc2)cc(OC)c1OC
→ 4%, -4%, -4%, -26, -52%, -3%
- COc1ccccc1CNC(=O)C(=O)NCC(c1cccs1)S(=O)(=O)c1cccs1 (configuration not stated)
→ 25µM*, /, /, ?, /, 0%
- CCN(CC)CCn1c2c(c(SCC(=O)Nc3ccc4c(c3)OCCO4)nc1=O)CCCC2
→ ?, 0%, /, -15, 0%, -1%
- O=c1c(CN2CCN(Cc3ccccc3F)C(CCO)C2)coc2ccccc12 (configuration not stated)
→ -25%, 2%, 7%, 80, -4%, -14%
- C1=C(c2ccccc2)CCNC1
→ 1%, 14%, 3%, 55, -2%, -4%
- COc1cccc(/C=C/C(=O)OCC(=O)N2CCCC2)c1OC
→ /, 5%, /, -19, 7%, /
- O=C(Nc1ccnn1C1CCN(CC2CC=CCC2)CC1)c1ccccc1 (configuration not stated)
→ 0%, 2%, -13%, 17, -30%, ?
- CNc1c(N)c(=O)oc2ccccc12
→ -5%, 6%, ?, -4, -18%, -6%
- COC(=O)c1ccc(NC(=O)CN(Cc2ccc(Cl)cc2)S(C)(=O)=O)cc1
→ 2%, -19%, 5%, 13, 5%, 3%
- COc1ccc(S(=O)(=O)N2Cc3ccccc3CC2C(=O)Nc2ccc(C)cc2C)cc1OC (configuration not stated)
→ 13%, /, /, -11, /, 19%
- C[C@@H]1CN([C@@H](C)CO)C(=O)c2cccc(NS(C)(=O)=O)c2O[C@H]1CN(C)Cc1ccc(C(=O)O)cc1
→ /, 24%, /, -7, -29%, /
- O=C(NCNC(=O)c1ccccc1)c1ccccc1
→ -7%, 20%, 4%, 21, -16%, -15%
- Cc1ccc2c(c1)c1ncnc(N3CCN(c4ccccc4)CC3)c1n2C
→ 0%, 11%, -1%, 87, -20%, -16%
- c1cn(CCCNC2=NCCCCC2)cn1
→ 6%, 19%, -8%, -1, -11%, -7%
- COc1cc(/C=N/NC(=O)CSc2ccccn2)ccc1OC(C)C
→ 2%, -5%, -2%, -13, -6%, -3%
- CCCn1nc2cc(C(=O)NCCc3ccc(C)cc3)ccc2c1OCC
→ -21%, -23%, 6%, -7, 7%, -3%
- Clc1ccccc1-c1nnc(-c2ccccc2CNc2ccc(Br)cc2)o1
→ 3%, /, /, 20, /, 9%
- Cc1ccc(C)c(C(=O)COc2ncnc3ccccc23)c1
→ -6%, 5%, -1%, -30, -24%, -10%
- Cc1ccc(CCNC(=O)CC(C)CC2=NS(=O)(=O)c3ccccc3N2)cc1 (configuration not stated)
→ 8%, ?, /, -28, -33%, 2%
- COC(=O)c1cc2sccc2n1Cc1nc(-c2ccc(Cl)cc2)oc1C
→ 0%&8%, 17%, 5%, 4&-27, -5%, 23%&0%
- COc1ccc(C(=O)NCCCN2CCN(CCCNC(=O)c3ccc(OC)c(OC)c3)CC2)cc1OC
→ -10%, 4%, /, -17, -4%, -2%
- CCc1ccc2c(c1)c(=O)c(C(=O)c1ccc(C)cc1)cn2CC(=O)Nc1ccccc1C
→ -1%, /, /, 4, /, 0%
